Screening results deposited in PubChem by Broad Institute.
EWS-Fli block: EWS/Fli-driven NR0B1 reporter inhibitors, primary screen, A673 cells, NR0B1 luciferase, luminescence, MLPCN library; viability-normalised; inhibition, % at 12.6 µM; 350,000 tested, 0.67% active; AID 651661, 2012;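 active = mean inhibition of at least 50% after viability correction, with every replicate also passing that limit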;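 note: firefly luciferase signal divided by Alamar Blue viability fluorescence both relative to DMSO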
LGR2 antag: inhibitors of bursicon-induced LGR2 CRE-luciferase signal, primary screen, cell-based, HEK293, CRE-luciferase reporter, bursicon stimulation | Drosophila bursicon receptor LGR2 (rickets) | bursicon-stimulated, 4 h | inhibition, % at 9.99 µM | 380,000 tested, 0.35% active;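 active = drop in luminescence signal, shown as inhibition above about 50% in the replicate tests, limit read from the data, passing the limit was not always enough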;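 note: agonist challenge used bursicon conditioned medium at about half maximal strength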
Cneo AK release: Cryptococcus neoformans cell lysis inducers, primary screen, AK release luminescence, single concentration | C. neoformans lysis, adenylate kinase release luminescence, 4 h; normalised: neutral wells 0, clomiphene wells 100 | lysis activity, % at 15 µM | 360,000 tested, 0.2% active | AID 651654, 2012;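 active = mean lysis activity across replicates of at least 80%, whatever share of replicates individually reach that level; inactive = mean lysis activity below 80%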
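read-out = cell lysis signal | test system = log-phase Cryptococcus neoformans yeast cells | input = cells at 5 × 10^6 per mL | medium = fresh YPD growth medium | signal = luminescent adenylate kinase detection reagent | timing = 4 h at 37 °C static, read 1 h later | dosing = single dose | controls = Clomiphene as positive lysis control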
CASP6 VEID inh: human caspase-6 inhibitors, primary screen, biochemical, VEID-R110 fluorescence, single point, set 2 | P55212 | purified caspase-6, Z-VEID-R110 cleavage fluorescence | inhibition, % at 12.5 µM | 350,000 tested, 0.53% active;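 active = mean inhibition across replicates at least about 35%, with every replicate also reaching that limit, limit read from the data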;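 note: 0% = median of neutral control wells and 100% = no fluorescence left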
Target sequence (P55212 24-179 limits assumed): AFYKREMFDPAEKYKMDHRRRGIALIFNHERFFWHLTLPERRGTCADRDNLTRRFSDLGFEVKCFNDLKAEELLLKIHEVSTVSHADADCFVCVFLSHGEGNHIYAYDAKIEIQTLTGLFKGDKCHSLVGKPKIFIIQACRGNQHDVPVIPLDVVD
Target sequence (P55212 194-293 limits assumed): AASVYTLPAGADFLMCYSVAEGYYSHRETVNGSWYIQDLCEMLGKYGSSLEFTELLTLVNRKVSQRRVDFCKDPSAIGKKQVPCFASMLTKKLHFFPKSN
PGC1a acetyl inh: inhibitors of PGC1a acetylation signal, primary screen, cell-based, U2OS, AlphaScreen, inhibitor mode | 350,000 tested, 0.17% active | AlphaScreen anti-acetyl-lysine; with virally co-expressed GCN5 acetyltransferase | inhibition, % at 15.6 µM;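 active = every replicate shows inhibition of at least 40%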;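 note: 0% = neutral control wells and 100% = positive control wells; some results beyond the cut were filed as inactive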
PAX8 inh HTS: inhibitors of PAX8-driven TPO luciferase reporter, primary screen, RMG-I cells, single concentration | SteadyGlo, 24 h | 360,000 tested, 1.2% active | inhibition, % at 12.6 µM | AID 652154, 2013;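 active = mean replicate inhibition at least 60% with every replicate also reaching 60%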;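 note: luciferase light reporting Pax8 driven TPO promoter activity; plate controls were median of neutral control wells for no effect and mitoxantrone controls for full effect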
miR122 inh: miR-122 Renilla sensor signal increase in Huh7, primary screen, miR-122 inhibitor project, cell-based, single point, plate reader; AID 602342, 2012; Huh7 miR-122 Renilla luciferase sensor, 48 h; neutral wells = 0, positive control = 100; activation (reporter increase), % at 12.5 µM; 340,000 tested, 0.3% active;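 active = mean replicate activation score at least 90 and every replicate individually at or above 90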;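 note: higher luciferase means less miR-122 activity so hits act as miR-122 inhibitors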
FN deposit inh: inhibitors of fibronectin matrix deposition, primary screen, AH1F cells, Alexa488-fibronectin fluorescence, plate reader | inhibition, % at 12.6 µM | AH1F fibroblasts, overnight | 350,000 tested, 0.086% active;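 active = mean inhibition across replicates of 30% or more, regardless of how many single replicates reach that level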;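 note: positive control wells lacked labelled fibronectin entirely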
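Material: AH1F fibroblast monolayer depositing Alexa488-labelled fibronectin into matrix / Amount: 10000 AH1F cells per well / Signal: fluorescence 485/525 nm / Medium: DMEM, 2% serum / Compound: single dose, pinned / Incubation: 1 h cell adhesion before compound, then overnight fibronectin incubation / Reagent: Alexa488-FN, 24 nM final / Read-out: inhibition of fibronectin deposition signal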
Starred values were filed as active, the others as inactive; nt = not tested or not shown; [ ] = remark or other dose.

SMILES	EWS-Fli block	LGR2 antag	Cneo AK release	CASP6 VEID inh	PGC1a acetyl inh	PAX8 inh HTS	miR122 inh	FN deposit inh
CN(C)c1ccc(C=NNC(=S)Nc2ccc(F)cc2)cc1	-50	-79	-1	-1	-5	-165	nt	3
COc1ccc(C(c2c(N)[nH]c(=S)[nH]c2=O)c2c(N)[nH]c(=S)[nH]c2=O)cc1	-1	6	-3	-1	-7	-14	0	-2
Cc1cc(OCC(=O)NCCN2CCOCC2)c2c(C)c(C)c(=O)oc2c1	-2	-5	-4	-5	-2	-29	-4	0
CCC(Sc1nc(C)cc(=O)[nH]1)C(=O)Nc1nnc(C)s1 (stereo unspecified)	nt	2	2	nt	6	nt	-2	nt
O=C1CCCC(O)=C1C1C2=C(CCCC2=O)Oc2ccccc21 (stereo unspecified)	nt	nt	-3	nt	-1	-11	0	-5
COc1ccc(OC)c(CCNC(=O)Cn2nc(C)c3c(C)n(-c4ccc(C)cc4)nc3c2=O)c1	16	12	0	-1	8	71*	-12	-9
O=C(c1cccnc1)N1C[C@@H]2[C@H](c3ccccc31)[C@H](CO)N2C(=O)C1CC1	-9	-9	-4	3	-1	8	-10[16.7 µM]	-11
Cc1ccc2cc(CCNC(=O)c3c(-c4ccccc4Cl)noc3C)c(=O)[nH]c2c1	-2	6	3	4	-9	7	4	0
Cc1cc(=O)oc2cc(OCc3ccc(C(=O)OCC(=O)N(C)C4CCS(=O)(=O)C4)cc3)ccc12 (stereo unspecified)	1	5	0	-2	5	-18	4	-2
Cc1ccc2c(=O)cc(C(=O)NC3CCS(=O)(=O)C3)oc2c1 (stereo unspecified)	nt	-4	0	1	-4	-11	-1	7
CSCC[C@H](NC(=O)c1ccco1)c1nnc2ccccn12	7	21	0	-3	0	-32	5	-14
C=CCN1C(=O)c2ccc(C(=O)N3CCN(S(=O)(=O)c4ccccc4Br)CC3)cc2C1=O	0	-4	nt	0	nt	-10	nt	-2
N#Cc1ccc(OCC(=O)OCC(=O)c2ccccc2)cc1	-16	3	1	0	nt	-29	0	-1
C[C@@H]1CCCCO[C@H](CN(C)S(C)(=O)=O)[C@H](C)CN([C@@H](C)CO)C(=O)c2cc(NC(=O)CCC(F)(F)F)ccc2O1	0	-1	nt	nt	-2	2	-5[16.7 µM]	nt
Cc1cc(NC(=O)CSc2nc3ccccc3c(=O)n2Cc2ccccc2)no1	nt	nt	7	nt	-8	4	0	4

Arranged by heavy-atom count (lowest first): 3 of the compounds above.
SMILES	EWS-Fli block	LGR2 antag	Cneo AK release	CASP6 VEID inh	PGC1a acetyl inh	PAX8 inh HTS	miR122 inh	FN deposit inh
CSCC[C@H](NC(=O)c1ccco1)c1nnc2ccccn12	7	21	0	-3	0	-32	5	-14
Cc1cc(OCC(=O)NCCN2CCOCC2)c2c(C)c(C)c(=O)oc2c1	-2	-5	-4	-5	-2	-29	-4	0
Cc1cc(NC(=O)CSc2nc3ccccc3c(=O)n2Cc2ccccc2)no1	nt	nt	7	nt	-8	4	0	4

Whole records from above. Order of screens: EWS-Fli block, LGR2 antag, Cneo AK release, CASP6 VEID inh, PGC1a acetyl inh, PAX8 inh HTS, miR122 inh, FN deposit inh
Cc1cc(NC(=O)CSc2nc3ccccc3c(=O)n2Cc2ccccc2)no1 as listed: nt, nt, 7, nt, -8, 4, 0, 4
Cc1cc(=O)oc2cc(OCc3ccc(C(=O)OCC(=O)N(C)C4CCS(=O)(=O)C4)cc3)ccc12 (stereo unspecified) as listed: 1, 5, 0, -2, 5, -18, 4, -2
O=C(c1cccnc1)N1C[C@@H]2[C@H](c3ccccc31)[C@H](CO)N2C(=O)C1CC1 as listed: -9, -9, -4, 3, -1, 8, -10[16.7 µM], -11

(list continues)
SMILES	EWS-Fli block	LGR2 antag	Cneo AK release	CASP6 VEID inh	PGC1a acetyl inh	PAX8 inh HTS	miR122 inh	FN deposit inh
CCSc1nnc(NC(=O)CSc2nnc(CNC(=O)c3ccccc3F)o2)s1	nt	7	nt	nt	1	-9	-2	2
CCOC(=O)C1=CCN(S(=O)(=O)c2ccccc2F)C1c1ccc(C)cc1 (stereo unspecified)	-3	-4	-1	-1	4	-2	-4	nt
CC(=O)n1cc(N(C(=O)CCl)c2ccc(C)cc2)c2ccccc21	40	-4	0	11	12	104*	-26	12
OCCCC1CCCN(Cc2cn[nH]c2-c2ccc(F)cc2F)C1 (stereo unspecified)	7	-10	nt	-2	12	3	nt	4
CN(C)S(=O)(=O)c1ccc(NC(=O)CN2CCCCCC2)cc1	-2	7	2	0	-7	-1	4	0
CC(NC(=S)NCCc1ccccc1)C(c1cccs1)N1CCN(C)CC1 (stereo unspecified)	2	-33	2	-5	6	6	1	-1
CCOc1ccccc1N=c1oc2cc(O)ccc2cc1C(=O)NCC1CCCO1 (stereo unspecified)	15	nt	3	-3	-5	nt	1	nt
O=C(C[C@H]1C[C@H]2c3cc(NS(=O)(=O)c4ccccc4)ccc3O[C@H]2[C@@H](CO)O1)N1CCOCC1	-5	1	60	-1	1	-7	-2[16.7 µM]	1
CN1Cc2c(N3CCOCC3)nc(SCc3ccccc3)c(C#N)c2CC1(C)C	nt	nt	-2	nt	8	nt	-8	12
CSc1cccc(NC(=O)COc2ccccc2C)c1	-30	-57	nt	3	3	-3	-6	12
Cc1ccc(C2=NN(C(=O)CSc3nc4ncc(Cl)cc4[nH]3)C(c3ccco3)C2)cc1 (stereo unspecified)	8	-5	nt	1	-16	1	-1	nt
COc1ccc(NS(=O)(=O)c2cc(NC(=O)c3ccco3)ccc2N2CCCCC2)cc1	nt	0	nt	nt	nt	28	209*	11
Cc1cc(C(=O)Nc2cccc3c2O[C@H](CN(C)C(=O)NC2CCCCC2)[C@@H](C)CN([C@@H](C)CO)C3=O)n(C)n1	-2	-7	-10	-1	1	-50	-2[16.7 µM]	nt
Cc1nn(C)c(C)c1NC(=O)CC12CC3CC(CC(C3)C1)C2	-3	-1	nt	1	nt	-23	nt	nt
O=C(Nc1ccc(F)cc1)N1CC(=O)N2[C@@H](CO)[C@@H](c3ccc(-c4cccc(F)c4)cc3)[C@@H]2C1	7	29	nt	4	-14	26	nt	-4

5 successive records already listed, quoted:
SMILES	EWS-Fli block	LGR2 antag	Cneo AK release	CASP6 VEID inh	PGC1a acetyl inh	PAX8 inh HTS	miR122 inh	FN deposit inh
Cc1ccc(C2=NN(C(=O)CSc3nc4ncc(Cl)cc4[nH]3)C(c3ccco3)C2)cc1 (stereo unspecified)	8	-5	nt	1	-16	1	-1	nt
COc1ccc(NS(=O)(=O)c2cc(NC(=O)c3ccco3)ccc2N2CCCCC2)cc1	nt	0	nt	nt	nt	28	209*	11
Cc1cc(C(=O)Nc2cccc3c2O[C@H](CN(C)C(=O)NC2CCCCC2)[C@@H](C)CN([C@@H](C)CO)C3=O)n(C)n1	-2	-7	-10	-1	1	-50	-2[16.7 µM]	nt
Cc1nn(C)c(C)c1NC(=O)CC12CC3CC(CC(C3)C1)C2	-3	-1	nt	1	nt	-23	nt	nt
O=C(Nc1ccc(F)cc1)N1CC(=O)N2[C@@H](CO)[C@@H](c3ccc(-c4cccc(F)c4)cc3)[C@@H]2C1	7	29	nt	4	-14	26	nt	-4

(listing goes on)
SMILES	EWS-Fli block	LGR2 antag	Cneo AK release	CASP6 VEID inh	PGC1a acetyl inh	PAX8 inh HTS	miR122 inh	FN deposit inh
O=c1[nH]c(-c2ccccn2)nc(C(F)(F)F)c1Br	17	-8	nt	1	3	22	5	-8
O=C(N/N=C/c1ccco1)c1ccc(Br)o1	nt	nt	-3	nt	3	nt	0	-5
COc1ccc(C)cc1S(=O)(=O)N1CCN(C(=O)c2ncoc2-c2cccc(F)c2)CC1	10	-12	5	1	nt	39	2	-2
O=C(Nc1ccccc1F)N1CC(=O)N2[C@H](CO)[C@H](c3ccc(C#Cc4ccccc4)cc3)[C@@H]2C1	-6	-3	nt	1	-8	-1	nt	nt
CNC(=O)C[C@H]1CC[C@H]2[C@H](COc3ccc(NC(=O)Nc4ccc(C)cc4)cc3C(=O)N2C)O1	-17	-8	9	-3	-8	-4	-7[16.7 µM]	-40
O=c1c2cnn(-c3ccccc3)c2ncn1Cc1ccccc1F	-6	-22	1	1	-11	-10	-5	12
CCOC(=O)c1nc2ccccc2c(C)c1C	-5	12	-3	2	7	-12	-2	1
Cc1nc(-c2ccc(NC(=O)c3ccco3)cc2)cs1	84*	93*	-4	1	-1	88*	2	-3
CCCn1c(SCC(=O)N2c3ccccc3Sc3ccccc32)nc2ccccc21	13	6	nt	-4	nt	-9	nt	-12
C[C@@H]1CN([C@H](C)CO)C(=O)c2cccc(NC(=O)NC3CCCCC3)c2O[C@@H]1CN(C)Cc1ccc(Cl)c(Cl)c1	1	10	5	-1	19	nt	-1[16.7 µM]	nt
C[C@@H]1CCCCO[C@@H](CN(C)C(=O)Nc2cccc3ccccc23)[C@@H](C)CN([C@H](C)CO)C(=O)c2cc(NC(=O)Nc3ccccc3)ccc2O1	4	2	2	nt	3	12	3[16.7 µM]	-9
CC1CCCC(C)N1/N=C/c1cccc(Br)c1 (stereo unspecified)	-17	-1	4	-1	8	2	-6	1
O=C(O)CCn1c(SCCOc2ccccc2)nc2ccccc21	0	4	-1	0	24	-2	-3	2
COc1cc(C2=NOC(C(=O)Nc3ccc4c(c3)OCO4)C2)cc(OC)c1OC (stereo unspecified)	-18	25	0	8	nt	-30	nt	4
CC(NC(=O)c1ccc2nc(Cc3cccc(Cl)c3)oc2c1)c1ccncn1 (stereo unspecified)	1	-9	nt	2	nt	4	nt	nt
CC(=O)NS(=O)(=O)c1ccc(NC(=O)c2cccc(OCc3c(C)noc3C)c2)cc1	-3	1	-1	-7	-4	-5	-3	-4
CNC(=O)C1Cc2c(-c3cccc(F)c3)ccnc2O1 (stereo unspecified)	9	-28	3	2	1	8	4	nt
C/C(=N\NC(=O)c1ccn(C)n1)c1ccc(NC(=O)c2cccc(F)c2)cc1	nt	-13	1	1	-9	-190	-2	nt

Compounds were not picked by outcome, and some 2.5% of all compounds hit somewhere here.
